# GSTO1 counter = counter-screen for RBBP9 inhibitors: inhibitors of human GSTO1. inhibition, % at 5.96 µM. actives 1.1% (n = 300,000). P78417. recombinant GSTO1, activity-based probe fluorescence polarization;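 active means inhibition above the campaign mean inhibition plus 3 SD, cut at about 35% in these data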;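 further: 0% = GSTO1-1 with DMSO and 100% = wells lacking GSTO1-1 enzyme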
# Target sequence (P78417 whole entry, looked up): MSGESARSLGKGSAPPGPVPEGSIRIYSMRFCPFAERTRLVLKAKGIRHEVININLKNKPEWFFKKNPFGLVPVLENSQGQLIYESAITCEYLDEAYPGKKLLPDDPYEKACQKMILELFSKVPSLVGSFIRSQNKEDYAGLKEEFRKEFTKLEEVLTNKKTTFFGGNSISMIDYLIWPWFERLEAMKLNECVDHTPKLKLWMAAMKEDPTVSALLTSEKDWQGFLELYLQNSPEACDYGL
# LYPLA1 inh = counter-screen for PME1 inhibitors: inhibitors of human LYPLA1; O75608; recombinant LYPLA1, FP-Rh probe fluorescence polarization; inhibition, % at 5.9 µM; actives 0.16% (n = 320,000);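 active means inhibition above the mean of all tested compounds plus 3 SD, set per campaign, cut at about 14% in these data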;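 further: inhibitors block serine hydrolase probe labeling of LYPLA1 so polarization falls; 0% = enzyme with DMSO and 100% = wells lacking LYPLA1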
# PAFAH2 inh = PAFAH2 (human) inhibition | Q99487 | recombinant PAFAH2, FP-rhodamine activity probe, fluorescence polarization | inhibition, % at 3.39 µM | actives 0.99% (n = 340,000) | AID 492956;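 active means inhibition above the mean over all tested compounds plus 3 SD, cut at about 30% in these data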;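 further: inhibitors block probe labeling of enzyme so polarization drops; 0% = enzyme with DMSO and 100% = wells lacking PAFAH2 protein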
# pPAFAH inh = inhibitors of human plasma PAF acetylhydrolase (pPAFAH); actives 1.5% (n = 330,000); inhibition, % at 3.39 µM; recombinant pPAFAH, FP-rhodamine probe fluorescence polarization; AID 463082; Q13093;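 active means inhibition above the mean inhibition across the screen plus 3 SD, cut at about 25% in these data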;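 further: inhibitors block binding of the rhodamine activity-based probe so polarization drops; 0% = enzyme with DMSO and 100% = wells lacking pPAFAH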
# PAD4 inh = PAD4 (human) enzyme inhibition | actives 0.41% (n = 330,000) | Q9UM07 | inhibition, % at 6.36 µM | recombinant PAD4, RCA probe fluorescence polarization | AID 485272;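 active means percent inhibition above a cutoff equal to the mean of all tested compounds plus 3 SD, cut at about 15% in these data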;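 further: 0% = PAD4 with RCA probe and DMSO and 100% = probe without PAD4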
# PREPL inhibitor = inhibitors of human prolyl oligopeptidase-like enzyme PREPL; recombinant PREPL, fluorescence polarization activity-based probe; inhibition, % at 5.96 µM; actives 0.68% (n = 320,000); AID 2751; in the data active means inhibition above about 43%;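 further: 0% = enzyme with DMSO and 100% = wells lacking enzyme; many of its hits are not listed in these tables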
# LYPLA2 inh = LYPLA2 (human) inhibition in PME1 counter-screen | inhibition, % at 5.9 µM | AID 2177 | recombinant LYPLA2, FP-Rh probe fluorescence polarization | actives 0.38% (n = 320,000) | O95372;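 active means inhibition above the screen-wide mean plus 3 SD, limit set per campaign, cut at about 26% in these data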;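 further: 0% = LYPLA2 with DMSO and 100% = wells lacking LYPLA2 enzyme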
# Target sequence (O95372 whole entry, looked up): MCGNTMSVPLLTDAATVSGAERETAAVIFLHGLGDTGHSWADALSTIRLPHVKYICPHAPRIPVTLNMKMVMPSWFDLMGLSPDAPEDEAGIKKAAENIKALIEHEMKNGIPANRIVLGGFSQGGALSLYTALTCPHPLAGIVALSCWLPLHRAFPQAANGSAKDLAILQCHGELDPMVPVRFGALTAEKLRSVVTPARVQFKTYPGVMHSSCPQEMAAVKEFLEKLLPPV
# PAFAH1B3 FP inh = PAFAH1B3 (human) inhibition; Q15102; recombinant PAFAH1B3, FP-rhodamine probe, fluorescence polarization; inhibition, % at 3.39 µM; actives 0.28% (n = 340,000);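 active means inhibition above the screen-wide average of all tested compounds plus 3 SD, cut at about 25% in these data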;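 further: 0% = enzyme with DMSO only and 100% = wells lacking PAFAH1B3 protein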
# Target sequence (Q15102 whole entry, looked up): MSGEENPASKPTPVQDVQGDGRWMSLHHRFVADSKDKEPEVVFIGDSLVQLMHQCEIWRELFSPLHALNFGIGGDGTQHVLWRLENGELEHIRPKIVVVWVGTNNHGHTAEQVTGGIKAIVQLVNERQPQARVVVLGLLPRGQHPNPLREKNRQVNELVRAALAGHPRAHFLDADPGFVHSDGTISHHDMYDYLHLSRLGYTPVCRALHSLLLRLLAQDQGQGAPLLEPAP
# PAFAH1B2 FP inh = blocks human PAF acetylhydrolase 1b catalytic subunit 2. P68402. recombinant PAFAH1B2, FP-rhodamine activity probe, fluorescence polarization. inhibition, % at 3.39 µM. actives 1.2% (n = 340,000). AID 492953;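 active means inhibition above the mean of all tested compounds plus 3 SD, cut at about 24% in these data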;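 further: 0% = enzyme with DMSO and 100% = wells lacking PAFAH1B2; many of its hits are not listed in these tables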
# Target sequence (P68402 whole entry, looked up): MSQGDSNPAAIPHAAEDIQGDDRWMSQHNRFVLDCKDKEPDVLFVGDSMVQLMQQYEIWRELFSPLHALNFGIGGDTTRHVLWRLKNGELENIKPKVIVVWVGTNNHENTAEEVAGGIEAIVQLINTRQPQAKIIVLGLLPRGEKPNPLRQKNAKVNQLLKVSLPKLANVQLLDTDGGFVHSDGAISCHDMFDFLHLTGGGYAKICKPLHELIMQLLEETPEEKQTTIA
# * marks the source's active call; other numbers are inactive results; nt = no result given. Not all compounds are listed; count on the stated rates, not on these rows.
Molecule	PAFAH2 inh	pPAFAH inh	PREPL inhibitor	LYPLA1 inh	LYPLA2 inh	PAFAH1B2 FP inh	PAD4 inh	PAFAH1B3 FP inh	GSTO1 counter
CC(C)(C)C(=O)NC1(C(F)(F)F)NC(=O)N(c2ccc(F)cc2)C1=O (configuration not stated)	0	2	2	2	2	4	-1	9	8
O=C(Nc1ccc(S(=O)(=O)N2CCOCC2)cc1)c1ccc2ncsc2c1	-7	-2	-2	-3	2	0	6	0	-6
C=CCN1C(=O)C(CC(=O)NCC)SC1=Nc1ccccc1CC (configuration not stated)	8	0	-6	-3	-2	-3	0	3	1
COc1ccc(C(C)=O)cc1COC(=O)c1ccc2c(c1)OCCO2	3	3	1	1	3	-1	3	6	nt
COC(=O)CSc1nnc(-c2ccc(S(=O)(=O)NCc3cccs3)cc2)o1	1	5	-2	-1	-1	4	2	7	7
CCC(C)NS(=O)(=O)c1ccc(S(=O)(=O)Nc2cc3c(cc2C(C)=O)OCO3)cc1 (configuration not stated)	0	9	-1	-2	-8	-1	0	1	-1
Cc1cccn2c(=O)c3cc(C(=O)NC(C)c4ccccc4)c(=N)n(CCCn4ccnc4)c3nc12 (configuration not stated)	-16	18	21	-5	-10	1	-2	2	5
NS(=O)(=O)c1cccc(NC(=O)COC(=O)CCN2C(=O)c3ccccc3C2=O)c1	-1	3	19	-1	-12	2	-4	1	nt
O=C(c1ccc(F)cc1)c1cnc(Nc2ccccc2)s1	4	-5	16	2	-1	5	-3	7	-5
Cc1nnc(SCC(=O)NCCOc2ccc(Cl)cc2)n1-c1ccccc1	1	2	-1	4	6	10	-5	7	0
Cc1nnc(NC(=O)c2ccccc2NC(=O)c2ccccc2)s1	3	-5	-1	0	-2	8	3	-2	-11
CCC(=O)N1c2ccc(S(=O)(=O)N3CCN(c4ccccc4Cl)CC3)cc2CC1C (configuration not stated)	-6	0	-50	-3	-2	2	8	5	-1
COc1ccccc1CNC(=O)CN1C(=O)c2cccc(N)c2C1=O	-4	6	4	-3	5	2	6	10	5
CC(=O)C1=C(C)NC(SCC(N)=O)=C(C#N)C1c1ccco1 (configuration not stated)	6	5	6	2	0	-1	-6	6	-4
COCCCNC(=O)CS(=O)(=O)Cc1nc(-c2ccccc2C)oc1C	-11	4	-8	2	-2	7	0	3	1

# Other compounds:
Molecule	PAFAH2 inh	pPAFAH inh	PREPL inhibitor	LYPLA1 inh	LYPLA2 inh	PAFAH1B2 FP inh	PAD4 inh	PAFAH1B3 FP inh	GSTO1 counter
c1ccc(-c2csc(NC3=NCCCCC3)n2)cc1	4	6	6	2	-3	7	3	2	5
O=C(COC(=O)c1ccc2ccccc2n1)Nc1ccccc1Br	0	24	29	nt	nt	0	-6	0	nt
CCOc1ccc(S(=O)(=O)N2CCN(C(=O)c3cc4c(s3)CCCC4)CC2)cc1	-11	3	-8	-1	6	10	1	6	1
O=C(CSC1=N/C(=C/c2ccco2)C(=O)N1c1ccc(OC(F)F)cc1)NC1CCS(=O)(=O)C1 (configuration not stated)	5	13	11	-3	-3	-3	-7	2	-1
O=C(O)CC1c2ccccc2CCN1S(=O)(=O)c1ccccc1 (configuration not stated)	nt	0	-1	0	-1	nt	-4	nt	3
CCC(Oc1ccccc1OC)C(=O)Nc1ccc2c(c1)n(C)c(=O)n2C (configuration not stated)	0	5	7	2	2	-7	1	3	3
COc1ccc(C2(C(=O)Nc3ccc(C(=O)N4CCOCC4)cc3)CCOCC2)cc1	-2	1	1	-5	0	0	1	6	-4
CCCCN(C1CCS(=O)(=O)C1)S(=O)(=O)c1ccc(C(C)C)cc1 (configuration not stated)	5	-6	1	0	1	5	6	9	0
O=c1[nH]c2ccc(S(=O)(=O)Nc3ccc(Cl)cc3)cc2[nH]1	3	23	-36	1	1	9	0	2	-34
Cc1onc(-c2c(F)cccc2Cl)c1C(=O)Nc1nnc(C2CC2)s1	17	1	-5	2	4	8	2	16	0
CC(=O)N1CCN(c2ccc(S(=O)(=O)N3CCCCC3)cn2)CC1	2	3	-6	2	3	-1	-2	-2	-8
O=C(/C=C/c1ccc(S(=O)(=O)N2CCOCC2)cc1)NC(CO)C(O)c1ccc([N+](=O)[O-])cc1 (configuration not stated)	5	2	11	nt	nt	2	-1	-1	nt
CN1CCN(CCCNC(=O)Cn2nc(-c3ccccc3)ccc2=O)CC1	7	0	10	1	2	0	1	-6	-2
Cc1ccc(C(=O)N/C(=C/c2cn(-c3ccccc3)nc2-c2ccccc2)C(=O)O)cc1	0	15	-10	2	-2	-2	0	-5	-12
Cc1cc(=O)oc2cc(OC(=O)CCCCCN3C(=O)c4ccccc4C3=O)ccc12	1	9	36	-4	-2	6	11	11	-5

# The results go on:
Molecule	PAFAH2 inh	pPAFAH inh	PREPL inhibitor	LYPLA1 inh	LYPLA2 inh	PAFAH1B2 FP inh	PAD4 inh	PAFAH1B3 FP inh	GSTO1 counter
O=C(CCN1C(=O)c2ccccc2C1=O)N1CCN(Cc2ccccc2)CC1	5	2	13	2	-1	-2	5	-3	8
O=C(NNC(=O)c1ccccc1O)c1ccc(NS(=O)(=O)c2ccc(F)cc2)cc1	3	9	4	-4	-2	4	-2	10	48*
CCOc1ccc(CCNC(=O)CN2C(=O)NC3(CCCc4ccccc43)C2=O)cc1OCC (configuration not stated)	7	6	-6	-2	-2	4	-6	6	-1
Cc1ccc(/C=N/Nc2nc(Cl)c(Cl)cc2Cl)s1	11	5	17	-1	1	2	-3	7	-8
CCOc1ccc(NC(=O)/C=C/c2ccccc2)c([N+](=O)[O-])c1	3	5	13	-7	-2	2	-2	1	1
COc1ccc(/C=C/c2ccc3cccc(O)c3n2)c(OC)c1OC	0	6	23	-11	-6	3	-3	12	15
CCOc1ccc(NC(=O)C2CCCN(c3nn4c(=O)cc(C)nc4s3)C2)cc1 (configuration not stated)	-3	2	9	-3	-6	-6	-1	-2	-5
O=[N+]([O-])c1cccc(NC(=S)N2CCc3ccccc3C2)c1	1	5	10	-5	21	6	0	5	-3
CCCCNC(=O)c1ccc(C)c(NC(=O)C2=C(C)OCCS2)c1	-9	1	0	-4	-10	5	3	15	0
Cc1ccc(-n2c(-c3ccncc3)n[nH]c2=S)cc1C	-6	5	6	-1	-2	-1	2	-2	7
CCOC(=O)C(C)c1ccc2cc(OC)ccc2c1 (configuration not stated)	5	0	-3	0	-5	0	1	2	3
O=C(OC(c1ccccc1)c1nccc2ccccc12)c1cc([N+](=O)[O-])cc([N+](=O)[O-])c1 (configuration not stated)	-1	5	-4	0	5	5	0	1	6
COC(=O)c1c(C)c(OC(=O)c2c(C)cc(O)c(C=O)c2O)cc(C)c1O	8	-5	8	3	9	7	-3	-8	19
Cc1ccccc1Nc1nc(N)nc(COC(=O)c2ccco2)n1	6	3	8	nt	nt	0	1	10	nt
Cc1cc(C(=O)N/N=C/c2cc(Cl)cc([N+](=O)[O-])c2O)n[nH]1	6	13	8	5	4	-3	-2	7	-6

# Further structures.
Molecule	PAFAH2 inh	pPAFAH inh	PREPL inhibitor	LYPLA1 inh	LYPLA2 inh	PAFAH1B2 FP inh	PAD4 inh	PAFAH1B3 FP inh	GSTO1 counter
COc1ccc(NC(=O)CCCc2nnc3n(C)c(=O)c4sccc4n23)cc1	-1	3	1	-1	6	1	-4	-2	-4
CCc1nc2oc(C(=O)c3ccccc3)c(N)c2c2c1COC(C)(C)C2	3	4	-4	-2	4	1	-4	1	5
CCOc1cc(CNCCCN2CCOCC2)ccc1OCC(=O)NC(C)(C)C	-4	4	5	3	0	4	0	-3	-9
Cc1c(NS(=O)(=O)c2ccc(N3CCN(C)CC3)c([N+](=O)[O-])c2)c(=O)n(-c2ccccc2)n1C	2	2	10	4	4	2	2	6	-2
CC(C)c1ccc(NC(=O)[C@@H]2CCC(=O)N2C2OC(=O)c3ccccc32)cc1 (some centres not stated)	-4	11	9	2	2	6	-2	6	-3
O=C(Nc1ccc(C(=O)N2CCOCC2)cc1)c1cc(-c2cccnc2)nc2ccc(Br)cc12	-5	-4	5	-12	-5	2	-2	2	4
CC(C)C[C@H]1CN=C(Nc2ccccc2)N1CC1CCCCC1	2	-5	25	2	1	-2	-1	3	8
O=S(=O)(c1ccc(S(=O)(=O)N2CCN(C/C=C/c3ccccc3)CC2)cc1)N1CCCC1	7	1	9	5	2	-2	-5	10	-4
CC(C)CNC(=O)C(=O)Nc1cc2c3c(c1)CCC(=O)N3CCC2	2	4	-2	-2	-1	6	1	5	7
Cc1noc(C)c1Cc1ccc(O)cc1	3	-2	4	1	11	8	0	-3	-7
Cc1cccc(Nc2nc(N3CCCCC3)nc(N3CCCCC3)n2)c1	-1	-1	12	-4	1	-5	6	4	5
COc1cc(CNc2ccc(N3CCN(C(C)=O)CC3)cc2)ccc1OCc1ccc(F)cc1	2	31*	45*	2	18	9	1	9	32
COc1ccc(NC(=O)c2ccc(Cc3ccc(C)cc3)o2)cc1	-1	5	18	2	11	-5	1	1	-4
COc1ccc(CCN(C)Cc2nc(Cc3ccc(OC)c(OC)c3)no2)cc1OC	-2	-4	-6	2	2	2	-2	3	2
O=C(Nc1cccc(NC(=O)c2ccccc2Cl)c1)c1ccco1	4	0	-5	-6	-6	9	0	10	0

# (cont.)
Molecule	PAFAH2 inh	pPAFAH inh	PREPL inhibitor	LYPLA1 inh	LYPLA2 inh	PAFAH1B2 FP inh	PAD4 inh	PAFAH1B3 FP inh	GSTO1 counter
C=CCn1c(SCC(=O)Nc2cccc(S(N)(=O)=O)c2)nc2sc(C)c(C)c2c1=O	5	-11	-1	nt	nt	2	-1	-3	nt
O=C(Nc1nncs1)C1CC(=O)N(C2CCCC2)C1 (configuration not stated)	21	4	-3	-4	0	3	3	-2	2
Cc1cccc(C(=O)N2CCN(Cc3ccc4c(c3)OCO4)CC2)c1	0	0	19	1	3	2	-1	6	1
COc1ccc(S(=O)(=O)NC2CCCC2)c(Cl)c1Cl	-3	4	2	-2	3	1	1	-3	6
COc1ccc(NC(=S)NC(C)C(c2ccccc2)N2CCOCC2)cc1 (configuration not stated)	7	0	14	6	-2	6	-4	0	-5
Cc1ccc(OCC(=O)Nc2ccc(C)c(S(=O)(=O)N3CCCCCC3)c2)c([N+](=O)[O-])n1	7	14	11	-5	-2	-2	2	11	12
CC(Sc1nnc(-c2cccs2)n1-c1ccccc1)C(=O)NCc1ccc2c(c1)OCO2 (configuration not stated)	-2	6	4	1	2	0	1	-4	1
COc1ccc(NC(=S)N(Cc2cccnc2)Cc2ccco2)cc1	-1	1	1	1	-4	1	-2	-1	3
O=C(C1CCCN1S(=O)(=O)c1cccc2cccnc12)N1CCn2c1nc1ccccc12 (configuration not stated)	1	1	-15	2	-5	-3	-6	4	5
O=C(CCN1C(=O)c2ccccc2C1=O)N1CCN(c2ccccc2)CC1	-2	8	0	3	4	1	-1	7	-2
CCCN(C1CCS(=O)(=O)C1)S(=O)(=O)c1cc(OC)ccc1OC (configuration not stated)	-7	1	10	-2	0	3	-3	-2	nt
O=C(CN(c1ccccc1)S(=O)(=O)c1ccccc1[N+](=O)[O-])Nc1cccnc1	17	4	-10	0	3	3	-5	8	0
NC(=O)CN1CCOCCOCCOCCOCCOCC1	3	2	-2	3	-1	1	0	6	2
CCOc1ccc2nc(Nc3nc4ccc(NC(C)=O)cc4s3)sc2c1	-14	19	15	-2	-2	-1	-5	8	5
CN(C)CCCN(C(=O)c1ccc(S(=O)(=O)N2CCc3ccccc3C2)cc1)c1nc2c(F)cc(F)cc2s1	-6	1	2	1	-1	-1	-5	0	2
COc1ccc2nc(NC(=O)c3cccc(OCc4c(C)noc4C)c3)sc2c1	-17	-14	-29	-14	-35	-10	-3	-7	-21
